Screening results as filed in PubChem.
aSyn 5UTR inh: MLPCN primary screen, SNCA 5' untranslated region. alpha-synuclein 5'UTR reporter, inhibitor activity. 300,000 tested, 0.82% active. inhibition, % (tested at 7.5 µM); in the data active = inhibition above about 60%;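 also: H4 neuroglioblastoma cells stably carrying SNCA 5'UTR luciferase fusion; 0% = DMSO wells and 100% = positive control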
HSF-1 act: HSF-1 activators, primary screen, NIH3T3-HGL cells, MG132 stress, luminescence, single point. NIH3T3-HGL HSF-1 luciferase reporter, 8 h; 100% = twice DMSO control signal. 300,000 tested, 1.7% active. activation, % at 9 µM;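 active = mean replicate activation of at least 50% with a set share of replicates each reaching 50%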;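 also: 0% = median of the neutral control wells and 100% = twice that signal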
HSP90 refold inh: HSP90 inhibitors, primary screen, cell lysate, luminescence | inhibition, % at 5.6 µM | 290,000 tested, 0.91% active | Rabbit reticulocyte lysate, luciferase refolding luminescence, 3 h | AID 1789, 2009;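 active = inhibition above the screen-wide mean plus 3 SD, computed separately per campaign, cut at about 16% in these data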;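 also: 0% = DMSO wells and 100% = 60 µM geldanamycin wells; inhibitors lower the luminescence because luciferase stays unfolded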
HSF1 inhib: HSF1 inhibitors in luciferase reporter cells, primary screen, cell-based, NIH3T3, luminescence; NIH3T3-HGL HSE-luciferase, MG132-induced, luminescence 8 h; stronger effect = lower value; activity change, negative = inhibition, % at 7.5 µM (by protocol); 300,000 tested, 0.77% active;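 active = more than half of replicate wells show activity change below -50%, luminescence cut by over half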;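 also: luciferase reports HSF-1 transcriptional activity via heat shock element; 0% = median of DMSO wells and -100% = zero luminescence signal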
AI-2 QS modul: Vibrio harveyi AI-2 quorum sensing modulators, primary screen, JMH597 strain, luminescence/OD600 ratio | Vibrio harveyi JMH597 AI-2 luminescence/OD600 ratio, 9 h; stronger effect = lower value; strain lacks LuxN and CqsS sensors; 0 = neutral-control median | activity change, % at 7.5 µM | 300,000 tested, 0.4% active; in the data active = activity change below about -75%, passing the limit was not always enough;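 also: luminescence divided by OD600 gain over 9 h not by final OD600 alone; inactives centre near 13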
GSK3A inh: blockers of GSK3A enzyme activity – biochemical, luminescence, cell-free homogeneous, HTS, primary screen; Glycogen synthase kinase-3 alpha (Homo sapiens), P49840; GSK-3 alpha kinase, ADP-Glo luminescence, 60 min; inhibition, % at 10 µM; 320,000 tested, 0.1% active; AID 2650, 2010;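 in the data active = inhibition above about 50%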;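 also: GST-tagged GSK-3 alpha with peptide substrate and 25 µM ATP; 0% = DMSO neutral wells and 100% = GW8510 positive control wells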
Target sequence (P49840 whole entry, looked up): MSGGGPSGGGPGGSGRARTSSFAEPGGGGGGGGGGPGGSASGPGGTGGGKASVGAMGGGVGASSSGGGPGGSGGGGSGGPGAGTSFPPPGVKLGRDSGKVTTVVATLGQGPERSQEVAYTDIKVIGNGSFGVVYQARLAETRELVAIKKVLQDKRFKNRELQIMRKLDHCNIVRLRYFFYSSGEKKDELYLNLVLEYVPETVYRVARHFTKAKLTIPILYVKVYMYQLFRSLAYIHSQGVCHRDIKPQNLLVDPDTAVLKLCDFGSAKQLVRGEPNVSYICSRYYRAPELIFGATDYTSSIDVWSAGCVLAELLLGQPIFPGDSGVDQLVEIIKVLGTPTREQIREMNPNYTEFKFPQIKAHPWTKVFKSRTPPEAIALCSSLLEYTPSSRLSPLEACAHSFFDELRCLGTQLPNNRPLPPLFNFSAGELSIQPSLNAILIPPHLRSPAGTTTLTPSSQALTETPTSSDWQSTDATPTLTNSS
PolyA inh: polyadenylation inhibitors in yeast reporter cells, primary screen, luminescence, S. cerevisiae. calls only at 12 µM. S. cerevisiae SKY197-pL101 polyadenylation reporter, beta-gal luminescence; efflux-impaired pdr1/pdr3 knockout yeast; score 100 = 6 SD above DMSO. 300,000 tested, 0.02% active;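 active = lowest replicate activity score at least 50, where 100 means six control SD above control mean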;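 also: yeast exposed to compound for 9 h at 30 °C; higher score means more reporter readthrough which indicates perturbed polyadenylation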
GSK3beta inhib: human GSK3beta kinase inhibitors, primary screen, biochemical, cell-free homogeneous, HTS. Glycogen synthase kinase-3 beta (Homo sapiens), P49841. GST-GSK3beta kinase, ADP-Glo luminescence, 60 min; stronger effect = lower value. activity score (negative = inhibition), % at 10 µM. 300,000 tested, 0.038% active. AID 2097, 2009;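 active = more than half of replicate wells score below -50%, meaning over 50% inhibition versus plate controls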;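 also: 0% = median DMSO wells and -100% = median GW8510 positive control wells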
Target sequence (P49841 whole entry, looked up): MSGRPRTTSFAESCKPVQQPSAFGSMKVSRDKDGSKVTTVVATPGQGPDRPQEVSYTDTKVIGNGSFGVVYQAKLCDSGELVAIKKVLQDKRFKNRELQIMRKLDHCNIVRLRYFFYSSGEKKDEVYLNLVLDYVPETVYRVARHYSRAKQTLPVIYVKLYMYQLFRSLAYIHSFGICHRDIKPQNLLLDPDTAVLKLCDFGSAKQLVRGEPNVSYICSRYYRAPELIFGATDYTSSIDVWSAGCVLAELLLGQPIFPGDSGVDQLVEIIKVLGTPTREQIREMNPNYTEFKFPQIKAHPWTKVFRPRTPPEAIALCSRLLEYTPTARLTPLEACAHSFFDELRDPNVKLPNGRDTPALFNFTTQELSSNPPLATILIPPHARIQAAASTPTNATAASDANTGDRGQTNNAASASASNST
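test system = GST-tagged human GSK3beta kinase, cell-free | reagent = 25 µM ATP with peptide substrate | dosing = one dose of 10 µM per compound | schedule = 60 min reaction, RT | detection = luminescent ADP-Glo measurement of ADP formed | control set = DMSO neutral wells and GW8510 at 20 µM as positive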
KLF5 inhibitor: KLF5 expression inhibitors, primary screen, DLD-1 cells, luminescence | DLD-1 KLF5 promoter-luciferase reporter | inhibition, % at 5 µM | 290,000 tested, 0.23% active;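 active = inhibition above a per-plate limit of that plate's mean compound inhibition plus 3 SD, cut at about 60% in these data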;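 also: 0% = DMSO wells and 100% = LY294002 at 200 µM; higher means less KLF5 promoter-driven luciferase light; inactives centre near -14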
IEC-6 tox: cytotoxicity in IEC-6 intestinal epithelial cells, primary screen, cytotoxicity control for KLF5 inhibitor project, cell-based, luminescence. IEC-6 cytotoxicity, luminescence viability. AID 1825, 2009. 290,000 tested, 0.78% active. inhibition, % at 5 µM; in the data active = inhibition above about 22%;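 also: 0% = plate median of test compound wells and 100% = cytotoxic reference compound wells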
Starred values were filed as active, the others as inactive; i = inactive; . = no result given. This is a subset; count on the stated rates, not on these rows.

No.	SMILES	AI-2 QS modul	HSP90 refold inh	aSyn 5UTR inh	IEC-6 tox	KLF5 inhibitor	GSK3beta inhib	HSF-1 act	HSF1 inhib	PolyA inh	GSK3A inh
1	Cc1cc(=O)oc2cc(OCC(=O)OCC(=O)Nc3ccc(C(C)C)cc3)ccc12	7.3	-2.9	-10.9	-13.2	-27.5	-3.8	26.6	0.7	i	0.8
2	COc1ccc(S(=O)(=O)NC(CC(=O)NCc2ccccc2OC)c2ccco2)cc1 (centres undefined)	13.9	-0.7	-0.4	-1.9	5.2	1.6	-4.5	1.7	i	1.4
3	CN(C(=O)CSc1nc2ccccc2s1)c1c(N)n(Cc2ccccc2)c(=O)[nH]c1=O	-12.1	-5.7	-15.3	5.2	-2.2	-0.9	17.5	5.8	i	-1.0
4	O=C(CSc1ccc2nnc(-c3ccccn3)n2n1)Nc1ccc(F)cc1F	18.4	-2.5	0.8	-5.6	-16.6	2.1	-5.3	-4.1	i	1.5
5	CCOC(=O)c1cc(-c2ccccc2)n(CC(=O)NC(C)(C)C)c1C	3.5	-0.3	-16.4	0.5	-6.2	1.7	-6.7	-2.2	i	-1.4
6	C=CC1=C2C=C(C3CC3)N(CCCN(CC)CC)C=C2C(=O)C(C)(OC(=O)c2ccco2)C1=O (centres undefined)	13.5	.	6.1	.	.	0.1	-4.2	0.1	i	-2.2
7	CCCC1(c2ccccc2)NC(=O)N(CC(=O)Nc2cc(C)ccc2OC)C1=O (centres undefined)	22.7	-5.8	1.2	-5.6	-18.9	2.4	-29.3	-12.3	i	-1.2
8	Cc1ccc(Cl)cc1NC(=S)N(CCCN1CCOCC1)Cc1ccccn1	6.6	3.5	-9.4	-1.5	6.1	4.4	-6.0	0.1	i	-1.4
9	CC(NC(=O)c1ccco1)C(c1cccs1)N1CCN(c2ccccc2F)CC1 (centres undefined)	10.0	1.8	7.3	-3.0	-8.3	-1.4	-2.5	3.8	i	-2.0
10	Cc1cccc(N2CCN(Cc3cn(C)nc3-c3ccccc3F)CC2)n1	15.5	3.0	-7.8	53.5*	24.4	1.3	-11.6	1.4	i	-0.7
11	Cc1nc(Cc2nnc(SC(C)C(=O)Nc3cccc(C#N)c3)o2)cs1 (centres undefined)	9.1	.	-2.6	.	.	5.4	4.0	0.8	i	0.5
12	COCCOC(=O)C1=C(C)NC2=C(C(=O)CCC2)C1c1ccc2c(c1)OCO2 (centres undefined)	-8.4	0.4	23.4	9.9	-30.0	2.3	20.7	1.8	i	-1.7
13	CC1=C(C(=O)OC2CCCCC2)C(c2cccnc2)n2ncnc2N1 (centres undefined)	11.2	-0.3	-11.7	-1.6	-16.3	1.2	-3.7	-9.5	i	14.1
14	Cc1cccc2nc(Cn3c(=O)n(CCC(=O)NCc4ccco4)c(=O)c4sccc43)cc(=O)n12	22.8	-2.3	22.5	1.1	-12.8	0.0	-10.6	-5.7	i	.
15	COc1ccc(Cl)cc1N(CC(=O)N1CCCCC1)S(C)(=O)=O	13.4	2.5	-15.8	0.8	4.9	-1.9	-20.9	-10.8	i	0.7
16	COc1ccc(-c2nnc(-c3ccc(OCC(C)C)cc3)o2)cc1	7.9	0.1	-26.5	3.1	-19.9	2.1	8.4	0.5	i	-1.3
17	CCOC(=O)c1c(C)[nH]c(C(=O)OCc2c(C)noc2C)c1C	16.2	2.8	16.6	6.9	-15.8	-0.3	-6.4	0.4	i	-2.1
18	CCN(CCO)c1ccc(-n2c(N)c(C(=O)OC)c3nc4ccccc4nc32)cc1	13.5	3.8	11.6	0.3	7.6	4.7	7.7	3.1	i	3.0
19	O=C(O/N=C(/c1ccccc1)c1ccncc1)c1cccc(F)c1	-2.3	0.6	17.5	-0.3	-21.5	1.9	-24.1	-12.2	i	-0.1
20	COc1ccc(C2(CNC(=O)c3ccc(OCC(C)C)cc3)CCOCC2)cc1	12.9	-2.5	12.5	14.0	-25.4	3.5	2.7	2.1	i	0.2
21	Cc1cc(Cl)ccc1OC(C)C(=O)NN=C1CCCCCC1 (centres undefined)	4.1	-3.9	-12.2	-2.3	-10.8	-0.1	5.9	-3.5	i	-1.6
22	Cn1cc(C(=O)C(F)(F)F)c2ccccc21	7.5	2.3	25.2	-3.0	2.0	-2.0	-9.9	-0.4	i	-2.2
23	COc1ccc(OC(C)C(=O)N2CCCc3ccccc32)cc1 (centres undefined)	16.7	3.2	-0.4	1.6	-23.5	-2.5	42.5	9.0	i	-1.7
24	COCC(=O)N(Cc1cc2ccc(C)cc2[nH]c1=O)c1ccc(C)cc1C	10.0	-1.6	5.0	7.9	-18.1	2.5	9.7	-1.8	i	-2.2
25	Cc1ccc(C(=O)Nc2ccc(OCc3ccccc3)cc2)cc1[N+](=O)[O-]	20.0	-2.0	0.3	-3.5	21.1	3.4	-37.1	-27.5	i	2.0
26	COCCN(Cc1cc2ccccc2[nH]c1=O)C(=O)c1ccccc1OC	10.7	-1.5	8.4	-1.6	-16.7	2.6	-4.3	0.8	i	1.2
27	O=C(c1ccccc1)c1cc[n+]([O-])cc1	14.9	-2.6	-11.8	-3.6	-39.0	0.6	-9.5	-6.0	i	-0.9
28	Cc1cc(C)cc(N(CC(=O)NC2CCCC2)C(=O)CNC(=O)c2cccs2)c1	-5.6	-0.8	-23.8	-4.4	2.2	1.3	4.6	2.5	i	0.3
29	Cc1nn(-c2ccccc2)c2sc(C(=O)NCCN3CCOCC3)cc12	8.6	10.0	-20.5	9.4	-14.5	3.0	8.4	-5.8	i	-0.4
30	CC(=C/c1ccccc1)/C=N/NC(=O)c1ccc2nc[nH]c2c1	4.7	-4.4	-55.7	-0.7	-16.9	0.5	-0.4	6.6	i	-2.0

3 compounds from above, showing only PolyA inh, GSK3beta inhib and IEC-6 tox:
entry	Compound	PolyA inh	GSK3beta inhib	IEC-6 tox
26	COCCN(Cc1cc2ccccc2[nH]c1=O)C(=O)c1ccccc1OC	i	2.6	-1.6
27	O=C(c1ccccc1)c1cc[n+]([O-])cc1	i	0.6	-3.6
28	Cc1cc(C)cc(N(CC(=O)NC2CCCC2)C(=O)CNC(=O)c2cccs2)c1	i	1.3	-4.4

Next part
No.	SMILES	AI-2 QS modul	HSP90 refold inh	aSyn 5UTR inh	IEC-6 tox	KLF5 inhibitor	GSK3beta inhib	HSF-1 act	HSF1 inhib	PolyA inh	GSK3A inh
31	Cc1ccc(S(=O)(=O)N2CCCCC2C(=O)N2CCN(C)CC2)cc1 (centres undefined)	2.5	-3.5	18.5	-0.4	-11.3	-0.9	-8.1	-2.9	i	-0.6
32	CCN(CC)CCN(C(=O)CCS(=O)(=O)c1ccccc1)c1nc2cc(C)cc(C)c2s1	9.4	0.9	-8.9	8.6	-9.0	-1.2	-2.5	-0.7	i	0.2
33	COC(=O)c1cc(C(=O)OCC(=O)Nc2cc(C)on2)cc([N+](=O)[O-])c1	30.9	2.7	-8.7	-3.3	8.2	4.9	10.7	0.0	i	0.2
34	CCCCN(Cc1cc2cc(OC)ccc2[nH]c1=O)C(=O)c1ccccn1	7.5	0.2	-19.8	5.6	-4.0	-2.0	-13.7	-0.2	i	-2.0
35	CCC(C)(C)NC(=O)C(c1ccco1)N(C(=O)Cn1nnc2ccccc21)c1ccc2c(c1)OCO2 (centres undefined)	21.5	2.5	-23.5	-3.1	-1.9	-2.4	12.1	4.8	i	.
36	CCOC(=O)c1ccc(NC(=O)CCNS(=O)(=O)c2cc(Br)cnc2N)cc1	25.7	-4.8	9.8	-4.9	-12.7	1.4	7.5	0.8	i	0.6
37	Cc1ccc2oc3c(c(=O)c2c1)C(c1cccc(Cl)c1)N(CCCN1CCOCC1)C3=O (centres undefined)	35.1	.	11.7	.	.	1.2	1.2	2.4	i	0.4
38	COc1ccc(NC(=O)C2CCN(C(=O)NC3CCCCC3)CC2)c(OC)c1	13.5	1.6	2.2	0.1	-12.7	0.6	4.8	1.1	i	-2.5
39	Cc1ccc2oc(=O)n(CCOc3ccccc3C)c2c1	7.8	5.8	23.7	-1.5	-16.0	5.8	0.3	4.3	i	3.7
40	CC(C)[C@H](NC(=O)c1ccco1)C(=O)OCc1cc(=O)n2c(n1)sc1ccccc12	-1.8	1.0	-25.2	0.6	-26.1	-0.5	16.4	6.9	i	-6.9
41	CCc1cc2ccc(C)cc2nc1SCC(=O)N1CCN(C(=O)c2ccco2)CC1	27.4	2.1	-2.1	2.6	-4.8	1.3	-25.9	5.4	i	-1.1
42	COc1cccc(C2C3(C#N)C(N)=NC(OC)(OC)C23C#N)c1 (centres undefined)	-2.6	-4.6	-9.1	-1.0	-11.6	-0.7	0.8	-7.2	i	-5.4
43	COCCCNC(=O)CC1Oc2ccccc2NC1=O (centres undefined)	18.6	0.2	7.2	1.0	-21.8	-0.4	-2.6	-2.3	i	2.0
44	O=C(CSc1ncnc2ccccc12)c1ccco1	46.6	-5.0	-57.7	4.9	-53.5	0.7	17.5	0.0	i	2.5
45	CCCCn1nnnc1NCc1ccc(N2CCCC2)cc1	-1.5	1.5	-10.2	-3.7	-11.7	0.0	-3.6	1.9	i	0.5
